RGS7-Gao reg: regulators of human RGS7-Galphao interaction; 0.35% of 220,000 active; Multiplexed bead flow cytometry, RGS7-Galphao binding; actives lie on both sides; P09471; binding response (% of control), % at 10 µM; AID 1439; in the data active = binding response below about 49% or above about 150%; inconclusive = no clear call, values can overlap the other calls; inactive = in between;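 also: fluorescent Galphao held in activated GDP-AlF4 state binding bead-coupled RGS7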
ABCB1 inh: human ABCB1 inhibition, ABCG2 as counter-screen; CCRF-Adr cells, JC-1 efflux, flow cytometry; inhibition, % at 6.6 µM; 0.067% of 190,000 active; AID 1326; in the data active = inhibition above about 40%;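 also: 0% = vehicle and 100% = reference inhibitor; higher value means more JC-1 retained so stronger ABCB1 efflux block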
Bcl-B Bim block: inhibitors of Bim-Bcl-B interaction, human | Q9HD36 | bead-based flow cytometry, Bim peptide-Bcl-B binding | inhibition, % at 10 µM | 0.073% of 190,000 active | AID 951;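 also: 0% = tracer peptide without compound and 100% = reference inhibitor peptide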
Target sequence (Q9HD36 whole entry, looked up): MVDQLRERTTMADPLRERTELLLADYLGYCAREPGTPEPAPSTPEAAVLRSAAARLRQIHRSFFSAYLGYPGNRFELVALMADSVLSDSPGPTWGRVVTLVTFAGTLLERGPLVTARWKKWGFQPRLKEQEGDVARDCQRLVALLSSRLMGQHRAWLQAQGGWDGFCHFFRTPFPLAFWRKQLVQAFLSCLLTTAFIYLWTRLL
RGS4-Gao reg: human RGS4-Galphao interaction regulation | binding response (% of control), % at 10 µM | Multiplexed bead flow cytometry, RGS4-Galphao binding; actives lie on both sides | 0.33% of 220,000 active; in the data active = binding response below about 49% or above about 150%; inactive = in between;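 also: fluorescent Galphao activated with aluminum fluoride binding bead-coupled RGS4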
Bcl-XL Bim block: human Bim-Bcl-XL interaction inhibition. Q07817. Bim peptide-Bcl-XL binding, bead flow cytometry, fluorescence. inhibition, % at 10 µM. 0.04% of 190,000 active. AID 1007
GSH bead fluor: compound fluoresces at 488/530 nm on GSH beads | GSH beads flow cytometry, compound fluorescence 488/530 nm; hits give high values | fluorescence (KMESF) at 10 µM | 0.25% of 190,000 active | AID 1776; in the data active = fluorescence above about 89;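 also: glutathione beads carrying GST-tagged Bcl family fusion proteins plus one bare bead set; values are compound well signal with DMSO vehicle wells as background; inactives centre near 16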
Bim-Bfl-1: inhibitors of Bim-Bfl-1 interaction, human. Q16548. Bead-based flow cytometry, Bim-Bfl-1 binding inhibition. inhibition, % at 10 µM. 0.12% of 190,000 active. AID 1008;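 also: 0% = wells without compound plus tracer and 100% = blocker peptide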
Bim-Bcl-W: disrupts Bim peptide binding to human Bcl-W. 0.02% of 190,000 active. Q92843. bead-based flow cytometry. inhibition, % at 10 µM;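 also: 0% = bound tracer without compound and 100% = peptide blocker; higher means less fluorescent Bim peptide bound to Bcl-W beads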
RGS8-Gao: regulators of human RGS8-Galphao interaction; 0.34% of 220,000 active; multiplexed bead flow cytometry, RGS8-Galphao binding; actives lie on both sides; response (percent of control binding), % at 10 µM; in the data active = response below about 60% or above about 140%; inactive = in between;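 also: Galphao activated as the GDP aluminium fluoride complex binding bead-coupled RGS8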
Bcl-2 Bim block: disrupts Bim peptide binding to human Bcl-2 | 0.06% of 190,000 active | AID 950 | P10415 | inhibition, % at 10 µM | Bead-based flow cytometry, Bim peptide-Bcl-2 binding; in the data active = inhibition above about 40%; inconclusive = no clear call, values can overlap the other calls;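 also: 0% = no compound wells with probe peptide and 100% = reference peptide inhibitor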
Target sequence (P10415 whole entry, looked up): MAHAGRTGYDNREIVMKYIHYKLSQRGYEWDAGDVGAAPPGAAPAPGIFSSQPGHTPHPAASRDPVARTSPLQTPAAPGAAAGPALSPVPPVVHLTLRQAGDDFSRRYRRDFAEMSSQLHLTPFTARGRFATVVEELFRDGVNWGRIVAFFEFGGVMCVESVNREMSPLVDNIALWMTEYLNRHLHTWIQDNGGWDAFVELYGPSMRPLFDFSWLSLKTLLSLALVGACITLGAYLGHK
ABCG2 inh: blocks JC-1 efflux by human ABCG2 transporter | 0.1% of 190,000 active | inhibition, % at 6.6 µM | IgMXP3 cells, flow cytometry | AID 1325;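 active = inhibition above 80%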;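 also: 0% = DMSO and 100% = nicardipine control wells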
Target sequence (Q9UNQ0 whole entry, looked up): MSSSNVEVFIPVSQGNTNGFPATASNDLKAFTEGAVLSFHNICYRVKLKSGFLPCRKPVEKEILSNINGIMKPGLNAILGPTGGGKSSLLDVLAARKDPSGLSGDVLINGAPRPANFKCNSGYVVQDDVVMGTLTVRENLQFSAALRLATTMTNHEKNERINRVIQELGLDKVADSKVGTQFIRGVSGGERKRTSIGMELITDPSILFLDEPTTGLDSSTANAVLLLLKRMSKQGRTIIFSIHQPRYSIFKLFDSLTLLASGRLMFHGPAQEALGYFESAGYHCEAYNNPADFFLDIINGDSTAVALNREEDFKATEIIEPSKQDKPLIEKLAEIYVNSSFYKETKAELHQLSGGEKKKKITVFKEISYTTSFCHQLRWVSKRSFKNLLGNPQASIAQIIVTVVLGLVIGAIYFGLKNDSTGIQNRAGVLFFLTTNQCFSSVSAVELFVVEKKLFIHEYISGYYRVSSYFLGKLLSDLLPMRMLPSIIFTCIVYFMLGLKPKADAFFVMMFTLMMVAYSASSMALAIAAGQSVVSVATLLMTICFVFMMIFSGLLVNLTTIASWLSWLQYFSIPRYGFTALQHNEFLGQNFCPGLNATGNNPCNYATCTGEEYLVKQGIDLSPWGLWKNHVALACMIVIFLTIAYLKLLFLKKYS
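Measure – % inhibition of efflux relative to nicardipine and DMSO · Test system – ABCG2 IgMXP3 and barcoded ABCB1 CCRF-Adr cell mix · Control set – nicardipine as high control, DMSO as low control · Compound – one concentration, 6.6 µM final · Signal – flow cytometry of retained JC-1 fluorescence · Timing – 10 min exposure at 25 °C with rotation, no wash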
* hit, by the source's call; ? = inconclusive; nt = not tested or not shown. Rule as the data show it, unless noted: active = inhibition above about 40%. No enrichment for hits. Share with any hit: about 1.1%.

SMILES	RGS7-Gao reg	ABCB1 inh	Bcl-B Bim block	RGS4-Gao reg	Bcl-XL Bim block	GSH bead fluor	Bim-Bfl-1	Bim-Bcl-W	RGS8-Gao	Bcl-2 Bim block	ABCG2 inh
O=C1NC2(CCCCC2)Cc2ccccc21	97	0.4	-11	98	-6	34	-16	0	99	-13	2
Cc1nonc1C1CCCN1Cc1nc(-c2ccc(F)cc2F)oc1C (stereo not drawn)	100	0.0	0	100	-1	10	-4	9	101	-1	0
COc1ccc2c(C)c(Cl)c(=O)oc2c1	99	0.3	1	102	1	20	-1	0	102	0	2
COC(=O)C(C(=O)OC)C(C(C)C)C(C(=O)OC)C(=O)OC	105	-0.2	-3	106	-3	16	1	2	97	3	-1
O=C(O)CCS(=O)(=O)c1nc(-c2cccs2)cc(C(F)(F)F)n1	101	-0.7	-6	102	-6	55	-10	5	100	-2	-1
O=C(CSc1nc2sc3c(c2c(=O)[nH]1)CCCC3)NCCO	100	0.3	-11	97	-9	16	-16	-6	103	-6	2
COc1cccc(NC(=O)CC2COc3ccccc3O2)c1 (stereo not drawn)	99	0.6	-10	98	-5	25	-15	-1	103	-11	14
CCN(CC)c1nc(C)nc2c1sc(=S)n2C	88	2.8	-18	93	-6	15	0	-3	94	-9	18
CSc1ccc(/C=N/n2c(Cc3ccc(Br)cc3)n[nH]c2=S)cc1	106	-1.0	-13	104	-5	13	-8	-3	97	-6	-2
COc1ccccc1N1C(=O)CCC1(C#N)c1ccccc1 (stereo not drawn)	102	1.5	-13	100	1	24	-17	-3	102	-15	6
Cc1ccc(N=C2NC(=O)/C(=C/C=C/c3ccco3)S2)cc1	88	-1.0	0	89	4	10	52*	15	97	20	-2
COc1ccccc1NC(=O)CN(Cc1ccco1)C(=O)c1ccc(-n2nc(C)cc2C)cc1	97	2.4	-7	101	-6	28	-17	-2	100	-9	12
CCOC(=O)Cc1csc(NC(=O)c2ccc3c(c2)OCO3)n1	97	0.0	-7	98	-2	42	-14	0	100	-9	11
Cc1nnc(-c2cnn(C)c2N)n1Cc1ccccc1F	97	0.3	-6	104	17	270*	-14	-2	103	-9	2
O=C(N/N=C/c1ccc(OC(=O)c2ccccc2)cc1)c1cccc(O)c1	100	-0.3	-3	101	-1	9	-4	1	106	1	0
O=C(Cc1ccc([N+](=O)[O-])cc1)Nc1nnc(C2CC2)s1	101	0.4	-7	101	-6	11	-6	-2	102	-1	7
COCCn1c(C)cc(C(=O)CSc2ccc(NC(C)=O)cc2)c1C	95	0.2	-1	95	3	22	1	1	95	-4	0
CCn1c(CNc2ccc(F)cc2)nnc1SCC(=O)Nc1ccc(OC)cc1OC	102	-0.8	-7	101	-6	19	-8	-7	102	-9	6
COc1ccc(CC(=O)NC(C)c2nnc(SCCC(=O)Nc3ccccc3)n2C)cc1 (stereo not drawn)	105	0.3	-8	103	-4	25	-6	-3	105	-4	3
O=C(CNC(=O)c1ccc(N2C(=O)c3ccccc3C2=O)cc1)OCC(=O)c1ccc(Cl)cc1	103	0.1	-12	104	-9	11	-18	-5	101	-13	5
CCc1ccc(-c2nc(NC(=O)c3ccc(OCC(=O)Nc4ccc(F)cc4)c(OC)c3)sc2C)cc1	96	0.3	-11	97	-11	20	-15	-8	99	-8	2
CCc1cc2c(=O)c(-c3nc4ccccc4n3C)c(COCC(=O)O)oc2cc1O	94	0.1	-2	86	0	16	-3	-2	106	-4	0
COC(=O)[C@@]1(Cc2ccc(OC)cc2)[C@H]2c3cc(C(=O)N4CCCC4)n(Cc4ccc(C)o4)c3C[C@H]2CN1C(=O)c1ccccc1	99	13	-4	99	0	17	0	0	100	0	4
O=C(CSc1ncccn1)NC(=O)Nc1ccc2c(c1)OCCO2	113	0.1	-5	110	-3	13	-2	0	110	-2	25
CCCCNc1nnc(CCn2nc(C)c(Br)c2C)s1	101	0.4	-4	102	-5	10	-1	-3	105	1	1
COc1ccccc1NC(=O)N1CCCC1C(=O)NCc1ccc2c(c1)OCO2 (stereo not drawn)	104	0.3	3	104	0	5	0	0	101	1	1
Fc1ccc(CNc2nc3ccccc3n3cnnc23)cc1	95	-2.4	-6	99	1	23	-8	0	99	-9	-2
CCCCNC(=S)Nc1ccccc1F	104	0.3	-1	103	-2	24	0	-2	104	0	2
Cc1ccc(C(=O)Nc2ccccc2OC(F)F)cc1	103	-1.1	-6	102	3	39	-13	1	103	-5	6
Cc1ccc(CC(=O)Nc2nc3c(s2)CCCC3)cc1	105	0.0	-6	104	-3	5	-10	0	105	-2	0

Some of these compounds in order of their number in ABCG2 inh, falling:
| canonical_smiles | ABCG2 inh |
| --- | --- |
| Cc1ccc(C(=O)Nc2ccccc2OC(F)F)cc1 | 6 |
| COC(=O)[C@@]1(Cc2ccc(OC)cc2)[C@H]2c3cc(C(=O)N4CCCC4)n(Cc4ccc(C)o4)c3C[C@H]2CN1C(=O)c1ccccc1 | 4 |
| CCc1ccc(-c2nc(NC(=O)c3ccc(OCC(=O)Nc4ccc(F)cc4)c(OC)c3)sc2C)cc1 | 2 |

Next section.
SMILES	RGS7-Gao reg	ABCB1 inh	Bcl-B Bim block	RGS4-Gao reg	Bcl-XL Bim block	GSH bead fluor	Bim-Bfl-1	Bim-Bcl-W	RGS8-Gao	Bcl-2 Bim block	ABCG2 inh
CC1(C)CC(=O)C2=C(C1)c1c(ccc3ncccc13)NC2c1cccs1 (stereo not drawn)	102	0.2	-9	102	-3	11	-14	-3	102	-5	1
CCc1nnc(NC(=O)CSc2nnc(Cc3ccccc3)n2-c2ccccc2)s1	94	1.4	-5	100	-5	24	-14	1	103	-11	5
CC(C)OCCCNC(=O)C1CCC(=O)N1C(C)C (stereo not drawn)	103	0.1	-11	101	-9	23	-17	-5	101	-12	3
Cc1cccc(Nc2ccccc2C(=O)OCC(=O)NCc2ccco2)c1C	91	-0.4	0	91	-2	30	-4	-2	98	1	2
Cc1[nH]n(S(=O)(=O)Cc2ccccc2)c(=O)c1N=Nc1ccccc1Cl	104	0.6	-4	103	-2	11	-6	-1	102	-4	4
CCOc1c(C=C(C#N)C#N)c2ccccc2n1CC	99	-2.9	-3	100	-2	10	0	-1	100	4	3
Clc1ccc(OCc2nnc3n2N=C(c2ccc4c(c2)OCCO4)CS3)c(Cl)c1	99	0.7	-10	98	-2	52	-13	6	100	-8	3
O=C(NCC1CCCO1)Nc1cccc(Cl)c1 (stereo not drawn)	103	0.6	-12	103	-6	26	-15	0	103	-12	4
c1coc(-c2nc(-c3ccco3)c(-c3ccco3)nc2-c2ccco2)c1	78	-1.3	1	86	-2	46	10	4	91	5	-8
CCOC(=O)c1cnn(-c2ccccc2)c1-n1cccc1	103	nt	-3	109	0	17	-5	2	106	0	nt
CCOCCOC(=O)C1=C(C)NC2=C(C(=O)CC(c3cccs3)C2)C1c1ccsc1 (stereo not drawn)	88	0.9	-3	90	-4	17	-2	-3	98	-1	10
O=C(N/N=C/c1ccccc1Cl)c1[nH]c2ccc(Br)cc2c1-c1ccccc1	99	0.5	-4	101	-9	11	-1	-5	93	0	20
CCc1cccc(C)c1NC(=S)NCCc1c(C)[nH]c2ccc(C)cc12	95	2.3	-4	79	-5	17	-1	0	98	-2	9
COc1ccc(OCCN2C(=O)NC(C)(c3ccc(C)cc3)C2=O)cc1 (stereo not drawn)	104	1.0	-7	101	-3	31	-10	0	101	-10	46
Cc1ccccc1C(=O)NCC(=O)NNC(=S)NC(=O)c1ccccc1	102	-1.3	1	101	2	7	0	0	95	3	-7
Cc1ccc(-c2csc(N(CCCN3CCOCC3)C(=O)c3ccco3)n2)cc1	93	4.1	0	96	0	8	0	1	98	3	4
C=C1c2cc(OC)ccc2NC(=O)N1CC	97	0.5	-1	99	1	13	0	-1	102	0	3
Cc1nc2ccc(NC(=S)NCc3ccccc3)cc2nc1C	?	-0.3	-4	99	0	15	-2	-1	100	-6	0
Cn1cccc1/C=N/NC(=O)C12CC3CC(CC(C3)C1)C2	102	0.1	-11	99	-11	11	-3	-7	100	-4	1
O=C(CN1C(=O)c2cccc3cccc(c23)C1=O)N1CCOCC1	97	1.6	-3	99	-1	18	-1	1	98	3	2
O=C(CNC(=O)c1ccccc1)OCc1cc(=O)n2cc(Br)ccc2n1	103	-0.7	-8	101	-5	21	-2	-7	99	-4	3
O=C(Nc1ccc([N+](=O)[O-])cn1)c1ccc(Br)o1	98	-0.1	-2	103	5	10	-6	1	107	-4	26
Cc1ccc(/C=N/n2cnc3sc(C)c(C)c3c2=O)o1	?	-0.1	-1	100	1	13	-2	0	99	0	4
COc1ccc(/C=C(\NC(=O)c2cccs2)C(=O)Nc2cccc3ccccc23)cc1OC	94	0.3	-9	93	-7	13	-2	-4	77	-4	-2
CC(=O)/C=C/c1ccccc1O	100	0.5	-3	100	-2	71	0	-1	101	-2	1

16 compounds already listed, arranged by molar mass, rising:
SMILES	RGS7-Gao reg	ABCB1 inh	Bcl-B Bim block	RGS4-Gao reg	Bcl-XL Bim block	GSH bead fluor	Bim-Bfl-1	Bim-Bcl-W	RGS8-Gao	Bcl-2 Bim block	ABCG2 inh
CC(=O)/C=C/c1ccccc1O	100	0.5	-3	100	-2	71	0	-1	101	-2	1
C=C1c2cc(OC)ccc2NC(=O)N1CC	97	0.5	-1	99	1	13	0	-1	102	0	3
O=C(NCC1CCCO1)Nc1cccc(Cl)c1 (stereo not drawn)	103	0.6	-12	103	-6	26	-15	0	103	-12	4
Cc1ccc(/C=N/n2cnc3sc(C)c(C)c3c2=O)o1	?	-0.1	-1	100	1	13	-2	0	99	0	4
Cc1nc2ccc(NC(=S)NCc3ccccc3)cc2nc1C	?	-0.3	-4	99	0	15	-2	-1	100	-6	0
O=C(CN1C(=O)c2cccc3cccc(c23)C1=O)N1CCOCC1	97	1.6	-3	99	-1	18	-1	1	98	3	2
c1coc(-c2nc(-c3ccco3)c(-c3ccco3)nc2-c2ccco2)c1	78	-1.3	1	86	-2	46	10	4	91	5	-8
COc1ccc(OCCN2C(=O)NC(C)(c3ccc(C)cc3)C2=O)cc1 (stereo not drawn)	104	1.0	-7	101	-3	31	-10	0	101	-10	46
CCc1cccc(C)c1NC(=S)NCCc1c(C)[nH]c2ccc(C)cc12	95	2.3	-4	79	-5	17	-1	0	98	-2	9
Cc1ccccc1C(=O)NCC(=O)NNC(=S)NC(=O)c1ccccc1	102	-1.3	1	101	2	7	0	0	95	3	-7
Cc1ccc(-c2csc(N(CCCN3CCOCC3)C(=O)c3ccco3)n2)cc1	93	4.1	0	96	0	8	0	1	98	3	4
O=C(CNC(=O)c1ccccc1)OCc1cc(=O)n2cc(Br)ccc2n1	103	-0.7	-8	101	-5	21	-2	-7	99	-4	3
CCOCCOC(=O)C1=C(C)NC2=C(C(=O)CC(c3cccs3)C2)C1c1ccsc1 (stereo not drawn)	88	0.9	-3	90	-4	17	-2	-3	98	-1	10
Clc1ccc(OCc2nnc3n2N=C(c2ccc4c(c2)OCCO4)CS3)c(Cl)c1	99	0.7	-10	98	-2	52	-13	6	100	-8	3
O=C(N/N=C/c1ccccc1Cl)c1[nH]c2ccc(Br)cc2c1-c1ccccc1	99	0.5	-4	101	-9	11	-1	-5	93	0	20
COc1ccc(/C=C(\NC(=O)c2cccs2)C(=O)Nc2cccc3ccccc23)cc1OC	94	0.3	-9	93	-7	13	-2	-4	77	-4	-2

Bioassay records: PubChem, NMMLSC
